Screening data from PubChem.
PTAP TSG101 blk = blocks PTAP/TSG101 interaction to inhibit HIV-1 budding | Fluorescence polarization, FITC-PTAP peptide / Tsg101 binding | Potency, µM (top dose mostly 115 µM), for inactives: at the top dose activity change, negative = inhibition, hits mostly inhibitors | 340,000 tested, under 10 active | AID 493005; active means well fitted inhibition curve with a large enough effect in the main read-out, with a control signal flat, not every such curve was filed as active; inconclusive means small, poorly fitted or top-dose-only effect, or effect the other way, or a change in a side signal; inactive means no such curve, though single readings can be large or run the other way; further: potency means the concentration at half of the fitted maximal effect; % of control where 0% means no effect
Target sequence (Q99816 whole entry, looked up): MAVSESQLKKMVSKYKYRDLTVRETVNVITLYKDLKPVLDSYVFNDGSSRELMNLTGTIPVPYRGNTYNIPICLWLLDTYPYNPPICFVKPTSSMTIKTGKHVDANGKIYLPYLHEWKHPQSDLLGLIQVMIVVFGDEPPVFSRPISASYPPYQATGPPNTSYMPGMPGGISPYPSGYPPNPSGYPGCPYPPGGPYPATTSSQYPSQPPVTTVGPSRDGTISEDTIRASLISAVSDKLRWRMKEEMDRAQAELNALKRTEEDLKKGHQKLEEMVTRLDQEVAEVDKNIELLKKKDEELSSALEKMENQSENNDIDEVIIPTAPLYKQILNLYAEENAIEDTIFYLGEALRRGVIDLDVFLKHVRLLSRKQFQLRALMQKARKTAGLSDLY
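Compounds were pin-transferred onto Tsg101 binding domain (10 uM final) in HEPES pH 7.5 buffer, then FITC-PTAP peptide was added at 50 nM final. After 20 min at RT, polarization reported peptide displacement across a qHTS concentration series.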
BCR signal inh = inhibitors of chronic active B-cell receptor signaling. Potency, µM (top dose mostly 46.1 µM), without a hit: at the highest dose ratio change, negative = lower green/red ratio, usual class: inhibitors. ABC-DLBCL IkBa-CBG/CBR reporter, luminescence ratio, 4 h. 0.05% of 340,000 active; active means well fitted inhibition curve with a large enough effect in the signal ratio, with a control signal flat, not every such curve was filed as active; inconclusive means small, poorly fitted or top-dose-only effect, or effect the other way, or a change in a side signal; the % refers to the signal ratio;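 further: potency means the concentration at half of the fitted maximal effect; plate controls were basal doxycycline-induced cells for no effect and cells given 10 µM MG132 for full effect; MG132 reads +100%, hits lower the ratio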
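TMD8 human ABC-DLBCL cells with doxycycline-inducible IκBα–green luciferase fusion and unfused red luciferase, in 0.5% FBS medium; compounds up to 46 uM, 4 h at 37C. Green/red luminescence ratio, filter-overlap corrected, fitted to concentration-response curves.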
AT treatment = potential ataxia-telangiectasia treatment. 0.19% of 320,000 active. Potency, µM (series often up to 57.5 µM), for the others: at the highest dose activation, hits mostly activators. […] A-T fibroblasts, KAP-1 phosphorylation AlphaLISA; neocarzinostatin DNA damage 30 min before lysis; further: potency means the concentration at half of the fitted maximal effect; % of control where 0% means no effect; nearly all actives have a fitted effect of over 45% in size
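ATM-like activity read as KAP-1 phosphorylation via AlphaLISA donor/acceptor antibody pairs after lysis and 6 hr at 25C. Cells were ATM-null patient fibroblasts ([…], hTERT), dosed 60 min, then exposed to the DSB inducer NCS for 30 min.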
ASM inhibitor = blocks human secretory acid sphingomyelinase; Potency, µM (doses to about 57.5 µM), inactives show at the top dose activity change, negative = inhibition, most hits filed as inhibitors; 0.006% of 340,000 active; P17405; placental ASM, HMU-PC fluorogenic substrate, 60 min; further: potency means the concentration at half of the fitted maximal effect
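Fluorescence read-out (Ex 386 nm, Em 447 nm) after stopping the reaction at pH 10. Enzyme: ASM from human placenta; substrate HMU-PC0, 9 uM final; 60 min, 37 °C. Compound preincubation 10 min, ambient temperature.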
Integrin act MD = activates integrin-mediated alleviation for muscular dystrophy | 0.064% of 350,000 active | Potency, µM (titrated, usually from 38.3 µM), for the others: at the highest dose activation, hits mostly activators | alpha7betagal myoblasts, beta-gal FDG fluorescence, 48 h | AID 624291;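 further: potency means the concentration at half of the fitted maximal effect; 100% = response of the positive control SU9516; nearly all actives have a fitted effect of over 60% in size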
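Alpha7betagal+/- myoblasts (passage 13) were plated 16-24 hr, then exposed to compounds (1:260 dilution of DMSO stock) for 48 hours at 37C. After MPER lysis, β-galactosidase reporter activity was read as FDG fluorescence (ex 480/em 540) after 30 minutes.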
TCR activator = T cell receptor activation | 330,000 tested, under 10 active | primary human leukocytes, anti-CD3, IL-2 HTRF, 48 h | Potency, µM (titrated, usually from 9.22 µM), for inactives: at the top dose activation of IL-2 secretion, most hits filed as activators | AID 504894; further: % of control where 0% means no effect
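Using a-CD3 beads without co-stimulation, primary human leukocytes were exposed to compounds for 48 hr. An HTRF IL-2 kit measured the cytokine, with europium-to-d2 energy transfer producing emission at 665nm upon 320nm excitation.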
Tb PFK block = T. brucei PFK enzyme inhibition | 0.17% of 330,000 active | O15648 | T. brucei PFK, ADP-Glo luminescence | AID 485367 | Potency, µM (series often up to 57.5 µM), without a hit: top-dose activity, negative = inhibition, hits mostly inhibitors;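 further: potency means the concentration at half of the fitted maximal effect; 0% = uninhibited 1x PFK enzyme wells and -100% = no-enzyme wells; nearly all actives have a fitted effect of over 60% in size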
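PFK 1.25 nM, F6P 0.5 mM, ATP 0.1 mM, 0.1 M TEA pH 8.0, 5 mM MgCl2, 0.01% Tween20, 0.1% BSA; 45 min RT. ADP-Glo readout. qHTS titration up to 57 uM; curves fitted, compounds curve-classed.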
ELG1 DNA repair = blocks ELG1-dependent DNA repair in HEK293T cells; HEK293T ELG1-luciferase reporter, luminescence, 16 h; DNA damage induced by 5-fluorouridine; 2.3% of 330,000 active; AID 504467; Potency, µM (series often up to 46.1 µM), inactives show at the top dose activity change, negative = inhibition, actives largely listed as inhibitors; further: potency means the concentration at half of the fitted maximal effect; on the % scale 0 is the no-effect control and ±100 the full control effect; nearly all actives have a fitted effect of over 55% in size
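Quantitative HTS, concentration-response format. 2,000 cells/well co-treated with 5-fluorouridine and compound, 16 hr in 5% CO2 at 37 °C; ONE-Glo luminescence read after 30 min.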
Eya2 inh = blocks the phosphatase activity of human Eya2; O00167; recombinant Eya2, OMFP fluorescence dephosphorylation (OMFP is methylfluorescein phosphate); Potency, µM (top dose mostly 76.9 µM), for the others: at the top dose activity, negative = inhibition, usual class: inhibitors; 0.006% of 330,000 active; further: potency means the concentration at half of the fitted maximal effect; on the % scale 0 is the no-effect control and ±100 the full control effect
Target sequence (O00167 whole entry, looked up): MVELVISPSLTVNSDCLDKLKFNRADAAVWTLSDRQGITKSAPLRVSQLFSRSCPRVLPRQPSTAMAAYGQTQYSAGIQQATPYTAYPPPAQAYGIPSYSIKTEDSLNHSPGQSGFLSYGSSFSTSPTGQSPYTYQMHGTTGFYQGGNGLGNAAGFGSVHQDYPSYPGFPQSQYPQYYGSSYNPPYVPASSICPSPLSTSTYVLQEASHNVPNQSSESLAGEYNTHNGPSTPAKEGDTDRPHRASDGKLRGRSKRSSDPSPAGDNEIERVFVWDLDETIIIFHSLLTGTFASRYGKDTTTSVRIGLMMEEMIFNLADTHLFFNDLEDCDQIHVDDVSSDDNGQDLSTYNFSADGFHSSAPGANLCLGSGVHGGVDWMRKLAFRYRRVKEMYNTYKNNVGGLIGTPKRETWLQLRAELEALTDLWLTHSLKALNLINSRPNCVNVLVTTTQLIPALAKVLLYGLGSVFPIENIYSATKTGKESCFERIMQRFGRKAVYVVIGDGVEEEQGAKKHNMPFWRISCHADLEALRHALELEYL
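Eya2 (0.2 uM) preincubated 10 min at ambient with compound, then OMFP substrate added at 50 uM; 10 min reaction in 50 mM HEPES pH 7.5, 50 mM NaCl, 5 uM MgCl2, 0.05% BSA, 1 mM DTT. Fluorescence read at Ex 485/Em 525 nm.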
Mito fusion yeast = blocks mitochondrial division or promotes mitochondrial fusion | S. cerevisiae fusion-defective mutant growth rescue, CellTiterGlo 48 h | Potency, µM (series often up to 46.1 µM), for the others: at the highest dose growth rescue (activation), usual class: activators | 0.23% of 320,000 active;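 further: potency means the concentration at half of the fitted maximal effect; % of control where 0% means no effect; nearly all actives have a fitted effect of over 45% in size; temperature-sensitive fusion mutants such as fzo1-1 at 37 °C on non-fermentable ethanol glycerol medium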
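Luminescent cell viability in 1536-well qHTS format served as the measure of rescued growth in ts fusion-mutant S. cerevisiae cultured on non-fermentable YPEG for 48 hours at 37C.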
TSHR antag = blocks TSH signaling through the human TSH receptor; 0.2% of 330,000 active; TSHR-expressing cells, TSH-stimulated cAMP HTRF, 2 h; active compounds read low; activity change, negative = inhibition, % at 11.5 µM; AID 504810; P16473;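 active means activity change below a set negative limit, meaning inhibition stronger than a set level, cut at about -70% in these data; inconclusive means activity change between two set negative limits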; further: on the % scale 0 is the no-effect control and ±100 the full control effect
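TSHR-expressing cells, 200/well, pre-treated with compound, then stimulated with EC80 TSH (4nM final) for 2 hours at 37 deg C. cAMP measured by competitive HTRF: anti-cAMP cryptate antibody in lysis buffer plus cAMP-d2, read after 30 minutes at room temperature.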
Starred values were filed as active, the others as inactive; ? = inconclusive; . = not tested or not shown; [ ] = remark or other dose. Unless noted, the call rests on the fitted dose curve; in most records, active means well fitted curve in the direction sought with a large enough effect; inconclusive means small, poorly fitted or top-dose-only effect, or another doubt; inactive means no such curve, though single readings can be large; an effect the other way counts as inactive or inconclusive. Not a hit list; any-hit rate near 3.2%.

Sample of the layout (7 entries):
[1] COc1ccc(CN2CCN(Cc3ccc4ccccc4c3)CC2)cc1OC
[2] O=C(N/N=C/c1c(O)n(Cc2ccccc2)c(=O)c2ccccc12)c1cccnc1
[3] CN(C/C=C/c1ccccc1[N+](=O)[O-])Cc1ccccc1
[4] COc1cccc([C@@H]2Oc3ccc(OC)cc3C(=O)[C@H]2O)c1
[5] Cc1ccc(/C=N/n2c(-c3ccccn3)n[nH]c2=S)o1
[6] OCCC1CN(Cc2cccn2-c2cccnc2)CCN1Cc1ccc(F)cc1 (configuration not stated)
[7] O=C(CNC(=S)N(CCCN1CCOCC1)Cc1cccs1)NCc1ccccc1Cl
assay / entry | 1 | 2 | 3 | 4 | 5 | 6 | 7
PTAP TSG101 blk | 2% | 21% | 0% | -2% | 0% | -4% | 0%
BCR signal inh | -13% | ? | 5% | 0% | 1% | 1% | 1%
AT treatment | -20% | -4% | 1% | 34% | -5% | 5%[11.5 µM] | 2%
ASM inhibitor | 1% | 35% | 0% | 130%[activator] | -3% | 3% | 5%
Integrin act MD | -50%[inhibitor] | -14% | 1% | -36% | -35% | 2% | 4%
TCR activator | -34% | -4% | 10% | -1% | -6% | -2% | -6%
Tb PFK block | -1% | 12% | 1% | 0% | 1% | 6% | -1%
ELG1 DNA repair | -14% | ? | ? | ? | 0% | 3% | 14%
Eya2 inh | 5% | 7% | 9% | 4% | 6% | 3% | 5%
Mito fusion yeast | 22% | 2% | -1% | -6% | 3% | 2% | -13%
TSHR antag | -1 | 0 | -6 | 0 | -1 | 2 | 0

The listing (from the top)
[1] COc1ccc(CN2CCN(Cc3ccc4ccccc4c3)CC2)cc1OC
[2] O=C(N/N=C/c1c(O)n(Cc2ccccc2)c(=O)c2ccccc12)c1cccnc1
[3] CN(C/C=C/c1ccccc1[N+](=O)[O-])Cc1ccccc1
[4] COc1cccc([C@@H]2Oc3ccc(OC)cc3C(=O)[C@H]2O)c1
[5] Cc1ccc(/C=N/n2c(-c3ccccn3)n[nH]c2=S)o1
[6] OCCC1CN(Cc2cccn2-c2cccnc2)CCN1Cc1ccc(F)cc1 (configuration not stated)
assay / entry | 1 | 2 | 3 | 4 | 5 | 6
PTAP TSG101 blk | 2% | 21% | 0% | -2% | 0% | -4%
BCR signal inh | -13% | ? | 5% | 0% | 1% | 1%
AT treatment | -20% | -4% | 1% | 34% | -5% | 5%[11.5 µM]
ASM inhibitor | 1% | 35% | 0% | 130%[activator] | -3% | 3%
Integrin act MD | -50%[inhibitor] | -14% | 1% | -36% | -35% | 2%
TCR activator | -34% | -4% | 10% | -1% | -6% | -2%
Tb PFK block | -1% | 12% | 1% | 0% | 1% | 6%
ELG1 DNA repair | -14% | ? | ? | ? | 0% | 3%
Eya2 inh | 5% | 7% | 9% | 4% | 6% | 3%
Mito fusion yeast | 22% | 2% | -1% | -6% | 3% | 2%
TSHR antag | -1 | 0 | -6 | 0 | -1 | 2

[7] O=C(CNC(=S)N(CCCN1CCOCC1)Cc1cccs1)NCc1ccccc1Cl
[8] O=C(COc1ccc2oc(-c3ccccc3)cc(=O)c2c1)NCc1ccco1
[9] CS(=O)(=O)N(CC(=O)NCc1ccc2c(c1)OCO2)C1CCCCC1
[10] CCOC(=O)N1CCN(C(=O)CSc2nc(=O)n3cc(C)ccc3n2)CC1
[11] S=C(Nc1ccc2snnc2c1)N1CCN(c2ccccn2)CC1
[12] Cc1cnc(C(=O)OCC(=O)NCCCc2ccccc2)cn1
assay / entry | 7 | 8 | 9 | 10 | 11 | 12
PTAP TSG101 blk | 0% | 1% | -2% | -9% | -1% | -2%
BCR signal inh | 1% | 2% | 3% | 1% | ? | -1%
AT treatment | 2% | 3% | -3% | -8% | -1% | 1%
ASM inhibitor | 5% | -1% | -1% | . | -1% | 2%
Integrin act MD | 4% | -3% | 7% | -16% | 17% | -27%
TCR activator | -6% | 14% | 2% | -6% | -10% | 3%
Tb PFK block | -1% | ? | 4% | -19% | -3% | 1%
ELG1 DNA repair | 14% | ? | 4% | ? | -11% | 6%
Eya2 inh | 5% | 2% | 1% | -7% | -2% | 9%
Mito fusion yeast | -13% | 0% | 0% | 1% | -1% | -5%
TSHR antag | 0 | -11 | -6 | 19 | 0 | 0

[13] CC(C)(C)N1CSC(=S)N(Cc2ccccc2)C1
[14] COc1ccc(NC(=O)CSc2ccc3nnc(-c4ccccn4)n3n2)cc1OC
[15] Cn1c(NC(=O)c2ccc(F)cc2)nc2ccccc21
[16] C[C@@]12C(=O)N(CC3CC3)CC(=O)N1[C@H](C1CC1)[C@@H]1C(=O)N(c3ccccc3)C(=O)[C@@H]12
[17] COc1cc(OC)c(S(=O)(=O)N2CCN(C(=O)c3ccco3)CC2)cc1NC(C)=O
[18] COc1ccccc1N1CCN(C(CNS(C)(=O)=O)c2cccnc2)CC1 (configuration not stated)
assay / entry | 13 | 14 | 15 | 16 | 17 | 18
PTAP TSG101 blk | -3% | -2% | -1% | 1% | -6% | 0%
BCR signal inh | 3% | -5% | ? | 2% | -2% | ?
AT treatment | 0% | 3% | -12% | 6% | 5% | 4%
ASM inhibitor | -1% | 5% | 0% | 5% | -1% | 6%
Integrin act MD | -29% | -11% | ? | 12% | 2% | 2%
TCR activator | -7% | 7% | 9% | -2% | . | -6%
Tb PFK block | 0% | -3% | -3% | 3% | 3% | 4%
ELG1 DNA repair | -4% | 7% | ? | -10% | 5% | 25%
Eya2 inh | -2% | 3% | -2% | 11% | 16% | -6%
Mito fusion yeast | -6% | 0% | -3% | 3% | 4% | -4%
TSHR antag | -4 | 12 | -1 | -6 | 5 | 27

[19] COC(=O)c1cc(-c2ccccc2)nc2nc(SC)[nH]c(=O)c12
[20] CC(C)NC(=S)N/N=C/c1sc(N2CCCCC2)nc1-c1cccs1
[21] Cc1onc(-c2c(F)cccc2Cl)c1C(=O)OCC(=O)Nc1c(C)n(C)n(-c2ccccc2)c1=O
[22] Cn1c(CSCCOc2ccccc2)n[nH]c1=S
[23] CCc1ccc(OCC(=O)NN2Cc3ccccc3C2=N)cc1
[24] CCOC(=O)c1cc(-c2ccccc2)sc1NC(=O)C(C)OC(=O)c1cccnc1OCC (configuration not stated)
assay / entry | 19 | 20 | 21 | 22 | 23 | 24
PTAP TSG101 blk | 0% | -9% | 1% | 1% | -4% | 0%
BCR signal inh | 4% | ? | -3% | 5% | 6% | 12%
AT treatment | 2% | -4% | 7% | -2% | 0% | -10%
ASM inhibitor | 81%[activator] | 23% | 2% | 1% | 6% | 2%
Integrin act MD | -25% | 0% | 2% | 13% | 18% | ?
TCR activator | 6% | -4%[46.1 µM] | -3% | 0% | -2% | 2%[46.1 µM]
Tb PFK block | -4% | 1% | -6% | 1% | -2% | -4%
ELG1 DNA repair | -29% | ? | ? | 14% | 3% | -4%
Eya2 inh | 9% | 5% | 16% | -7% | 10% | 0%
Mito fusion yeast | 27% | -12% | -3% | -6% | -1% | 3%
TSHR antag | 9 | -17 | 11 | 7 | -5 | 5

[25] CCOc1ccc(N2C(=O)CC(N3CCN(c4ccc(Cl)cc4)CC3)C2=O)cc1 (configuration not stated)
[26] Cc1oc(CN2CCOCC2)cc1C(=O)O
[27] CCC1CCCCN1C(=O)COc1ccc(N(C)S(=O)(=O)c2ccc(C)cc2)cc1 (configuration not stated)
[28] Oc1ccccc1-c1n[nH]c(=S)n1Cc1ccco1
assay / entry | 25 | 26 | 27 | 28
PTAP TSG101 blk | -5% | -2% | 0% | -9%
BCR signal inh | 8% | 3% | 5% | ?
AT treatment | 1% | 2% | 1% | -2%
ASM inhibitor | -2% | -1% | 0% | -8%
Integrin act MD | -26% | 12% | -41% | 13%[7.66 µM]
TCR activator | . | -4% | -6% | .
Tb PFK block | 3% | 1% | 0% | -7%
ELG1 DNA repair | -1% | -12% | ? | 0%
Eya2 inh | -1% | -12% | -9% | 5%
Mito fusion yeast | -1% | 2% | -6% | 0%
TSHR antag | 8 | -5 | -2 | 4
